# From PubChem
# ATG4B inhibitor: inhibitors of human ATG4B cysteine protease | Q9Y4P1 | ATG4B cleavage of LC3-PLA2, NBD-HPC fluorescence, 1 h | inhibition, % at 8.33 µM | hit rate 0.51% among 340,000 | AID 504462; in the data active = inhibition above about 40%
# Target sequence (Q9Y4P1 whole entry, looked up): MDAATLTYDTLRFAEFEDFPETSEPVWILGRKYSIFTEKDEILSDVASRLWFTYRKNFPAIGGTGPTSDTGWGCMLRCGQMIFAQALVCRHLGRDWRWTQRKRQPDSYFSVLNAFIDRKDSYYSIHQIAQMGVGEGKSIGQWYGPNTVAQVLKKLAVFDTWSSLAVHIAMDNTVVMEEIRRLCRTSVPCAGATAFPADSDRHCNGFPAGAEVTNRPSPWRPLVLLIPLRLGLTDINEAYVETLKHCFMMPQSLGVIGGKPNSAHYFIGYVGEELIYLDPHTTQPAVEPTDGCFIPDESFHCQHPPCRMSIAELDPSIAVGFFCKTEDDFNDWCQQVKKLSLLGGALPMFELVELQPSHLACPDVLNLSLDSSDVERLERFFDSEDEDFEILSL
# MPTP inh: permeability transition pore inhibition | isolated mouse mitochondria, Ca2+ swelling absorbance, 30 min | inhibition, % at 10 µM | hit rate 1.4% among 360,000 | AID 602449;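 active = inhibition of 50% or more, scaled per plate between neutral and stimulator controls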;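 also: 0% = DMSO wells given calcium and 100% = 1 mM EGTA wells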
# Starred values were filed as active, the others as inactive; · = no result given.
# Each structure is followed by: MPTP inh | ATG4B inhibitor
- C[C@@H]1CN([C@@H](C)CO)C(=O)CCCn2cc(nn2)CO[C@H]1CN(C)C(=O)Oc1cccc2ccccc12
  -0.5 | ·
- CN(Cc1cccc(-c2ccncc2)c1)C(=O)Oc1ccccc1Cc1ccccc1
  89.5* | ·
- COc1ccc2nc(-c3ccc(CN4CCC(n5c(=O)[nH]c6ccccc65)CC4)cc3)c(-c3ccccc3)nc2c1
  3.5 | ·
- COC(=O)N1Cc2ccccc2-n2nncc2C1
  6.2 | ·
- C#C[C@]1(O)CC[C@H]2[C@@H]3[C@H](O)C[C@H]4C[C@@H](O)CC[C@]4(C)[C@H]3CC[C@@]21C
  -0.2 | ·
- CCc1cccc(CC)c1N(COC)C(=O)CCl
  -0.5 | 8.3
- CCN1C(=O)NC(=O)C2(CCCC2)C1=O
  -0.3 | 6.6
- CCC1CN2CCc3cc(OC)c(OC)cc3C2CC1CC1NCCc2c1[nH]c1ccc(O)cc21 (configuration not stated)
  2.8 | -4.7
- c1ccc(CCc2ccc3n2Cc2cnnn2-c2ccccc2-3)cc1
  -0.4 | 26.0
- S=P(N1CCCCCC1)(N1CC1)N1CC1
  0.5 | -7.5
- N#CC1c2ccccc2-n2nncc2CN1Cc1cc(Cl)cc(Cl)c1 (configuration not stated)
  -1.5 | 0.5
- CC1CN1P(=O)(Oc1ccccc1)N1CC1C (configuration not stated)
  -0.2 | -2.8
- O=C1NC(=S)NC(=O)C1c1ccccc1
  -0.3 | 0.0
- ClCCN(CCCl)c1ccc(C=Cc2ccncn2)cc1
  0.0 | -1.3
- O=C1NC(=S)NC(=O)C1Cc1ccccc1
  0.2 | 5.5
- CCOc1ccc(C=C2C(=O)NC(=S)NC2=O)cc1OCC
  -0.8 | -4.3
- O=C(NCCCN1CC1)Nc1cccc2ccccc12
  -1.2 | -0.1
- CC(O)C1C=CC=CC(=O)OC2CC3OC4C5OC5(C)CCC4(COC(=O)C4OC4(C)C(O)CO1)C2(C)C31CO1 (configuration not stated)
  -0.8 | -2.0
- CCN1C(=O)/C(=C/c2ccc3c(c2)CCN3CCCCl)C(=O)NC1=S
  11.4 | 19.0
- CC12CCC(=O)C=C1CCC1C2C(O)CC2(C)C(O)CCC12 (configuration not stated)
  -1.3 | 6.0

# Complete entries as entered above:
# Results for COC(=O)N1Cc2ccccc2-n2nncc2C1 → MPTP inh = 6.2; ATG4B inhibitor = ·
# Results for CCN1C(=O)/C(=C/c2ccc3c(c2)CCN3CCCCl)C(=O)NC1=S → MPTP inh = 11.4; ATG4B inhibitor = 19.0

# (more compounds)
# Each structure is followed by: MPTP inh | ATG4B inhibitor
- O=C(O)C1C2c3ccccc3C(=O)C1(C(=O)O)c1ccccc12 (configuration not stated)
  -0.8 | -0.5
- COC(=O)C1C2c3ccccc3C(c3ccccc32)C1(C)C(=O)OC (configuration not stated)
  -0.2 | 0.3
- CC(C)CC1(CCc2ccccc2)C(=O)NC(=O)NC1=O
  -1.6 | -11.1
- CC[n+]1c(-c2ccccc2)c2cc(N)ccc2c2ccc(N)cc21
  3.5 | 3.2
- O=C(NN=Cc1ccc(N(CCCl)CCCl)cc1Cl)c1cccnc1
  -1.5 | -1.8
- Oc1ccc(CCN2CCCCC2)cc1
  -0.2 | -3.8
- Cc1cc(C)cc(N2C(=O)NC(=O)/C(=C\C=C\c3ccco3)C2=O)c1
  -4.8 | 8.0
- O=P(Oc1ccc(Cl)cc1)(N1CC1)N1CC1
  -0.5 | 6.2
- O=C1C(=O)N(c2ccccc2)P(=O)(N(CCCl)CCCl)N1c1ccccc1
  -1.8 | -1.7
- COc1ccc2c(c1)C(NC(C)=O)CCc1cc(OC)c(OC)c(OC)c1-2 (configuration not stated)
  -0.1 | 8.4
- C[N+](C)(C)CC1CCCC1=O (configuration not stated)
  -0.4 | 2.3
- CNC1(c2ccc(F)cc2)CCCCC1
  -0.7 | 6.3
- CNc1cc(Cl)c2nonc2c1[N+](=O)[O-]
  -0.6 | 3.7
- CCC(=O)OC(Cc1ccccc1)(c1ccccc1)C(C)CN(C)C (configuration not stated)
  1.6 | -2.0
- C[C@H]1[C@@H](OS(=O)(=O)O)C[C@@H]2C[C@H]([C@@H](O)c3cc(=O)[nH]c(=O)[nH]3)NC3=NC[C@H]1N32
  0.7 | 3.4
- O=C(O)C1(Br)CC12c1ccccc1-c1ccccc12 (configuration not stated)
  1.0 | -1.6
- CC1CC(C)(O)CC(C(O)CC2CC(=O)NC(=O)C2)C1=O (configuration not stated)
  -0.7 | 0.5
- CN1C(=O)CCC2(C)C1=CCC1C2CCC2(C)C1CCC2(C)O (configuration not stated)
  -0.6 | 9.2
- CN1CCCC1c1ccc(=O)[nH]c1 (configuration not stated)
  -1.2 | 0.1
- Cc1ccc(NC(=O)N2CC2)cc1NC(=O)N1CC1
  3.2 | -1.5

# Entries shown so far that have a COOH group:
# Each structure is followed by: MPTP inh | ATG4B inhibitor
- O=C(O)C1C2c3ccccc3C(=O)C1(C(=O)O)c1ccccc12 (configuration not stated)
  -0.8 | -0.5
- O=C(O)C1(Br)CC12c1ccccc1-c1ccccc12 (configuration not stated)
  1.0 | -1.6

# (next part)
# Each structure is followed by: MPTP inh | ATG4B inhibitor
- C(=NC1CCCCC1)c1c[nH]c2ccccc12
  -0.7 | 1.1
- C[N+](C)(C)CC1CCCc2ccccc2C1=O (configuration not stated)
  -0.3 | -4.0
- CSc1nc(C)c(Br)c(N2CC2)n1
  -0.8 | 5.0
- CC(C)N(C(=O)CCl)c1ccccc1
  0.9 | -8.1
- O=C(N/N=C/c1c(O)n(CCc2ccccc2)c(=O)[nH]c1=O)c1ccncc1
  -17.4 | -1.5
- COc1cccc(NP2(=O)OCC(C)([N+](=O)[O-])CO2)c1 (configuration not stated)
  0.8 | 4.3
- CC12Cc3cn[nH]c3C=C1CCC1C2CCC2(C)C1CCC2(C)O (configuration not stated)
  -0.3 | 2.6
- CC(=O)C1(O)CCC2C3CCC4=C(Cl)C(=O)CCC4(C)C3CCC21C (configuration not stated)
  0.8 | -0.9
- CSc1nc(NC(C)C)nc(NC(C)C)n1
  0.3 | -2.0
- O=P(O)(O)CN1CCNCCN(CP(=O)(O)O)CCNCC1
  -0.3 | -0.3
- CC12CCC3C(CCC4CC(=O)OCC43C)C1CCC2O (configuration not stated)
  -1.0 | 2.0
- S=P(NCCNP(=S)(N1CC1)N1CC1)(N1CC1)N1CC1
  -0.1 | 3.4
- O=c1[nH]cnc2nc(-c3ccc(N(CCCl)CCCl)cc3)[nH]c12
  -1.0 | -7.3
- COc1ccc(CN2Cc3cnnn3-c3ccccc3C2c2ccccc2)cc1 (configuration not stated)
  -1.5 | 0.8
- CN1Cc2ccccc2-n2nncc2C1
  -0.1 | 0.2
- CCC(C)NC(=O)CCC(=O)OC1O[C@H]2OC3(C)CC[C@H]4[C@H](C)CCC(C1C)C24OO3 (some centres not stated)
  2.7 | -1.8
- Cc1ccc(/C=C2\C(=O)NC(=S)N(c3ccccc3F)C2=O)s1
  46.2 | -5.0
- CC12CCC(O)CC1CCC1C2CCC2(C)C(C3=CC(=O)OC3)CCC12O (configuration not stated)
  -1.0 | 3.0
- CCOC(=O)c1c(/N=C/C2C(=O)NC(=S)NC2=O)sc2c1CCC2
  1.5 | 17.3
- CCN1CCOC(c2ccccc2)C1 (configuration not stated)
  -1.8 | 2.8

# 6 of these compounds in another layout.
SMILES	MPTP inh	ATG4B inhibitor
c1ccc(CCc2ccc3n2Cc2cnnn2-c2ccccc2-3)cc1	-0.4	26.0
O=C(NCCCN1CC1)Nc1cccc2ccccc12	-1.2	-0.1
CC12CCC3C(CCC4CC(=O)OCC43C)C1CCC2O (configuration not stated)	-1.0	2.0
CN1Cc2ccccc2-n2nncc2C1	-0.1	0.2
S=P(N1CCCCCC1)(N1CC1)N1CC1	0.5	-7.5
CNc1cc(Cl)c2nonc2c1[N+](=O)[O-]	-0.6	3.7

# Following part:
# Each structure is followed by: MPTP inh | ATG4B inhibitor
- CN1CCN2c3ccc(N)cc3CC3(C(=O)NC(=O)NC3=O)C2C1 (configuration not stated)
  0.1 | 2.7
- COc1ccc(C=C2C(=O)NC(=S)NC2=O)cc1
  -0.3 | 0.4
- O=C1NC(=O)C2(CCCC2)C(=O)N1
  -1.3 | 1.7
- Cc1ccc(-c2nc(N3CCOCC3)s[n+]2-c2ccccc2)cc1
  -7.3 | -0.3
- CC1=C(C)CC2(C(=O)NC(=O)NC2=O)C(C)C1 (configuration not stated)
  -1.2 | 1.6
- CN(C)CC(C(=O)Cc1ccccc1)c1ccccc1 (configuration not stated)
  0.2 | 6.2
- c1ccc(CCN2CCCCC2)nc1
  -0.2 | 2.0
- CCOC(=O)C1(CCc2ccccc2)CCN(C(C)CSC)CC1 (configuration not stated)
  0.0 | -0.2
- O=C1NC(=S)NC(=O)C1=Cc1c(Cl)cccc1Cl
  12.4 | 4.5
- O=[N+]([O-])c1ccc(C(c2ccc([N+](=O)[O-])cc2)c2ccc([N+](=O)[O-])cc2)cc1
  14.9 | -6.2
- c1cncc(CNCCN2CCNCC2)c1
  -0.9 | 0.1
- Cc1ccc(OP2(=O)Nc3cc(C)c(C)cc3S2)cc1 (configuration not stated)
  -2.9 | -1.4
- O=C1NC(=O)C(=Cc2ccccc2OCCOc2ccc([N+](=O)[O-])cc2)C(=O)N1
  6.5 | 29.5
- CCOC(=O)C1(c2ccccc2)CCN(CCc2ccc(NC(=O)CCC(=O)O)cc2)CC1
  -1.5 | -5.1
- C[C@]12CCC(=O)C=C1C=CC1C2CC[C@@]2(C)C1CC[C@@H]2O (some centres not stated)
  -0.9 | -8.3
- COC1C(C)OC(OC2CC(C)(O)Cc3cc4c(c(O)c32)C(=O)c2c(O)cc3c(c2C4=O)OC2OC3(C)C(O)C(N(C)C)C2O)C(OC)C1(C)OC (configuration not stated)
  1.2 | -35.8
- c1ccc(C(c2ccccc2)c2cccnc2)cc1
  0.2 | 9.2
- CC12CCC(=O)C=C1CCC1C2CCC2(C)C(O)(C(=O)CO)CCC12O (configuration not stated)
  -0.5 | -11.0
- Cn1cccc1/C=C1\C(=O)NC(=O)N(Cc2ccco2)C1=O
  1.0 | 3.7
- CC(=O)N1Cc2cnnn2-c2ccccc2C1(C)C#N (configuration not stated)
  0.2 | -9.1
- CCC(C)C1NC(=O)C2CCCN2C(=O)C(CC(C)C)OC(=O)CCNC(=O)C(C)N(C)C(=O)C(C(C)C)N(C)C1=O (configuration not stated)
  1.5 | -4.5
- Cc1ccc(NP(=O)(Oc2ccccc2)Oc2ccccc2)cc1
  -0.4 | 0.1
- NC1(C(=O)O)CCCc2ccc(N(CCCl)CCCl)cc21 (configuration not stated)
  -0.3 | -2.7
- CCC1([N+](=O)[O-])COP(N)(=O)OC1 (configuration not stated)
  -0.8 | -1.4
- CN1C2CCC1CC(OC(=O)c1cccc(O)c1)C2 (configuration not stated)
  -1.6 | -23.2
- NC(Cc1ccccc1)c1nn[nH]n1 (configuration not stated)
  -0.8 | -1.7
- S=P1(Oc2ccccc2)Nc2ccccc2N1
  -0.6 | 6.7
- Cc1ccc2c(C)cccc2c1
  0.6 | 0.8
- Cc1ccc(N2C(=O)NC(=O)/C(=C/c3ccoc3)C2=O)cc1
  10.3 | 11.3
- CCC1CCC(C)N(N=O)C1 (configuration not stated)
  -4.6 | 0.5
- COc1ccc(OCC(=O)N2CCN(Cc3c[nH]c4ccccc34)CC2)cc1
  -4.3 | -2.3
- CC12CCC(=O)CC1CCC1C2C(=O)CC2(C)C1CCC2(C)O (configuration not stated)
  -0.6 | -8.6
- CC1([N+](=O)[O-])COP(=O)(NC2CCCC2)OC1 (configuration not stated)
  -1.0 | 1.6
- NP(=O)(Oc1ccccc1)Oc1ccccc1
  -0.4 | -7.2
- CCC1(CCO)C(=O)NC(=S)NC1=O
  0.1 | 2.4
- C[C@]12CCC3C(CC[C@@H]4[C@H]5O[C@H]5CC[C@]34C)C1CC[C@@H]2O (some centres not stated)
  -1.6 | 0.3
- C#C[C@]1(O)CCC2C3CC=C4C[C@H](O)CC[C@]4(C)C3CC[C@@]21C (some centres not stated)
  -0.2 | 0.3
- Cc1cc2c(cc1C)NP(=S)(c1ccccc1)N2
  0.2 | 8.6
- N#Cc1ccc(C(=O)N2Cc3cnnn3-c3ccccc3C2C#N)cc1 (configuration not stated)
  -0.8 | -1.1
- Cc1ccc(O)c(CN2CCC3CCC(C3)C2)c1 (configuration not stated)
  -0.1 | -11.6
- Cc1ccc(N2CCNCC2C)cc1 (configuration not stated)
  -1.2 | 1.8
- COc1ccc(CN2Cc3cnnn3-c3ccccc3C2C)cc1 (configuration not stated)
  0.3 | -7.2
- COc1cc(C2c3cc4c(c(O)c3CC3COC(=O)C32)OCO4)cc(OC)c1OC (configuration not stated)
  0.4 | 0.3
- COc1ccc2c(c1)C(c1ccc(N(CCCl)CCCl)cc1)=NCC2
  5.3 | 10.8
- CC(=O)N1Cc2cnnn2-c2ccccc2C1C#N (configuration not stated)
  4.2 | -14.2
- C=CCN1C(=O)/C(=C/c2cc(C)n(-c3cccnc3)c2C)C(=O)NC1=S
  6.2 | -9.5
- CCC(=O)OC1CCC2C3CCC4CC(=O)C=CC4(C)C3CCC12C (configuration not stated)
  0.9 | -6.0
- CN(C(=O)Cc1ccc2c(c1)OCO2)C1CCCN(Cc2ccccc2F)C1 (configuration not stated)
  0.2 | -1.3
- O=C(CCN1CC1)OCCOC(=O)CCN1CC1
  2.0 | -3.2
- Cc1ccnc(NC(=O)CCCc2ccc(N(CCCl)CCCl)cc2)n1
  -0.7 | -9.4
- O=C1NC(=O)C(Cc2ccccc2)C(=O)N1
  -0.3 | 1.3
- O=C1CC=C2C3CC4N(CCC45c4cc(O)c(O)cc4N1C25)CC3=CCBr (configuration not stated)
  2.5 | 9.9
- CC1CCCN1CCC(C(N)=O)(c1ccccc1)c1ccccc1 (configuration not stated)
  -1.7 | -0.7

# Only part of the results is shown. The share of hits here may be higher or lower than overall.
